Ecoli WT growth: blocks growth of wild type E. coli BW25113; inhibition, % at 10 µM; 20,000 tested, 0.05% active; E. coli BW25113 growth inhibition, OD600; in the data active = inhibition above about 40%;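 note: bacteria exposed to compound for 20 hours at 37 °C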
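Assay system: Bacterial strain in a whole-cell growth screen | Amount: Inoculum from a 1:1000 dilution of a 1.5 h subculture | Detection: Absorbance at 615 nm as a measure of bacterial growth | Timing: 20 h exposure, 37 °C | Buffer or medium: LB plus kanamycin 50 µg/mL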
Numbers without * were called inactive. Some of the compounds tested; rates above refer to the full screens.

SMILES | Ecoli WT growth
COC(=O)c1onc(C(=O)c2ccccc2)c1C(=O)OC | 4.7
Cn1c(=N)c(S(=O)(=O)c2ccccc2)cc2c(=O)n3ccccc3nc21 | 9.7
Nc1nnc(COc2cccc(C(F)(F)F)c2)s1 | -0.8
Cc1nnc(NC(=O)c2ccc(C)c(S(=O)(=O)N3CCCCCC3)c2)s1 | -23.2
Cc1ccc(N=C2NC(=O)CS2)c(C)c1 | -3.0
CCOC(=O)Nc1ccc2c(C)cc(=O)oc2c1 | -11.7
C=CCn1c(CNC(=O)CCC)nc2ccccc21 | -20.4
COc1ccc(-c2nnc(-c3ccc(N)cc3)o2)cc1 | -7.7
Cn1c(=O)c2c(n(C)c1=O)=NC1(CCCCC1)N=2 | -15.2
CC[C@H]1OC(=O)C[C@@H](O)[C@H](C)[C@@H](O[C@@H]2O[C@H](C)C[C@H](N(C)C)[C@H]2O)[C@@H](CC=O)C[C@@H](C)C(=O)C=C[C@]2(C)O[C@H]2[C@@H]1C | 29.7
Cc1cc(C)c2[nH]c(=O)c(C(c3nnnn3Cc3ccc4c(c3)OCO4)N3CCC(C)CC3)cc2c1 (stereo not drawn) | 8.4
N#Cc1nc(-c2ccc(Cl)cc2)oc1NCCc1ccccn1 | 9.2
CCc1ccc(OC)c(S(=O)(=O)NCCOc2ccccc2)c1 | -17.6
COCCn1c(CN2CCN(c3cccc(Cl)c3)CC2)nc2c1c(=O)n(C)c(=O)n2C | 0.1
CCOC(=O)C1CCCN(S(=O)(=O)c2cccc3cccnc23)C1 (stereo not drawn) | -14.6
CCCCS(=O)(=O)Nc1ccc(Cc2ccncc2)cc1 | -14.8
NC(CO)C(=O)NNCc1ccc(O)c(O)c1O (stereo not drawn) | -1.7
O=C(Nc1cccc2ncccc12)c1cc2ccccc2o1 | -19.2
CN(C)c1oc(-c2ccccc2Cl)nc1C#N | -6.8
COc1ccccc1C(=O)Nc1ccc2c(c1)nc(CCNC(C)=O)n2C | -20.4
COCCCNC(=O)c1cc(C)nc2ccc(F)cc12 | -21.0
CCOCC(=O)Nc1cccc(Br)c1 | -16.9
CC(=O)OC1c2ccccc2C(=O)N1Cc1ccccc1Cl (stereo not drawn) | 5.4
COc1ccc(OC)c(S(=O)(=O)N2CCN(c3c(C)cccc3C)CC2)c1 | 0.2
CCOc1ccccc1C(=O)N(CCC(=O)OC)c1ccccn1 | -22.0
(further entries)
SMILES | Ecoli WT growth
COC(=O)c1cc(Br)c(=O)n(-c2ccccn2)c1 | -18.5
CCCOCC1CC2(SC(=Nc3ccc(C)cc3)NC2=O)C(=O)O1 (stereo not drawn) | -16.5
CC1CCCN(C(=O)CN2C(=O)c3ccccc3C2=O)C1 (stereo not drawn) | 19.0
O=c1c2ccccc2nc2n1CCCCN2 | -10.8
C=CCn1c(N)c(C(=O)NCCC2=CCCCC2)sc1=S | 6.1
COc1ccc(S(=O)(=O)N2CCCC2)c(C)c1C | -7.2
C=CCn1c(N)c(C(=O)NCc2ccco2)sc1=S | -20.6
COC(=O)c1sccc1NC(=O)c1csc2c1CCCC2 | -16.4
CCc1nnc(NC(=O)c2ccc(COc3ccccc3)o2)s1 | -4.1
O=C(Nc1ccc(-c2nnc(-c3ccccc3)o2)cc1)c1ccc(Br)o1 | -6.7
CCn1c(SCC(=O)Nc2ccc(S(=O)(=O)Nc3ccccn3)cc2)nnc1-c1ccncc1 | -15.4
Cc1cc(C)n(CC(=O)O)n1 | -5.2
Nc1nncn1C(=O)c1cc(Br)ccc1Cl | -2.0
Nc1nnnn1/N=C/c1ccccn1 | 3.8
Cn1nnc2cc(C(=O)N3CCC(c4ccccc4)C3)ccc21 (stereo not drawn) | 3.3
CC(=O)c1c(N2CCN(C(=O)C3CCCO3)CC2)nc(=S)n(-c2ccccc2)c1C (stereo not drawn) | -11.8
Cc1nc(CCNC(=O)c2ccccc2)cs1 | -1.3
O=C(Nc1ccccc1C(=O)N1CCOCC1)c1cccc(S(=O)(=O)N2CCCC2)c1 | 3.6
CCCNS(=O)(=O)c1ccc(CCC(=O)NCc2ccco2)cc1 | -20.6
CCOC(=O)N1CCC(O)(c2cc(C)c(C)cc2C)CC1 | 2.3
Cc1noc(C)c1C(=O)Nc1sc(C)c(-c2ccccc2)c1C#N | -16.2
O=C(Nc1nccs1)c1ccc(Cl)c(S(=O)(=O)N2CCCCC2)c1 | -2.8
CC(=O)c1c(C)nc(-c2ccc(Cl)cc2)nc1NC(=O)C(C)C | 0.8
O=C(Cn1c(-c2ccco2)nc2ccccc21)N1CCCCC1 | -31.2
Cc1nc(Nc2nc(-c3ccccc3)cc(=O)[nH]2)nc2ccccc12 | -9.5
Other structures follow:
SMILES | Ecoli WT growth
O=C(Nc1c(F)cc(F)cc1Br)c1cc2nc(C(F)F)cc(C(F)F)n2n1 | -14.0
Cc1cc(NC(=O)CSc2nnc(Cc3ccccc3)o2)no1 | -14.9
CC(=O)Nc1ccc(S(=O)(=O)Nc2nc3ccccc3nc2N2CCCC2)cc1 | 0.6
COc1ccc2cc(CN(Cc3ccco3)C(c3nnnn3C3CCCCC3)C(C)C)c(=O)[nH]c2c1 (stereo not drawn) | 9.0
COc1ccc(C(=O)N2CCN(S(=O)(=O)N3CCOCC3)CC2)cc1OC | -17.9
O=C1CC(N2CCN(c3ccc(Cl)c(Cl)c3)CC2)C(=O)N1 (stereo not drawn) | 3.9
COc1ccccc1N1CCN(C(=O)Cn2nc(C(F)(F)F)c3c2CCC3)CC1 | -23.9
CC(=O)N(Cc1cccs1)C1CCOC(C)(C)C1 (stereo not drawn) | 1.6
Cc1[nH]c2ccc(F)cc2c(=O)c1SC(F)(F)C(F)C(F)(F)F (stereo not drawn) | -0.9
COc1ccccc1C1/C(=C(\O)c2c(C)nc3c(C)cccn23)C(=O)C(=O)N1CCCN(C)C (stereo not drawn) | -5.0
Cc1cc(NC(=O)CSc2ccc3nnc(-c4cccc(F)c4)n3n2)no1 | 8.3
Cc1cc(C(=O)Nc2nnc(C3CCCCC3)s2)no1 | -23.2
Cc1cc(C)n(C(=O)CNC(=O)C2COc3ccccc3O2)n1 (stereo not drawn) | 5.6
Cn1c(=N)c(S(=O)(=O)c2ccc(Cl)cc2)cc2c(=O)n3ccccc3nc21 | -2.2
O=C(CSc1nc(Nc2ccccc2)nc(N2CCOCC2)n1)N1CCc2ccccc21 | -13.8
Cc1onc(-c2ccccc2)c1C(=O)Nc1ccc(S(=O)(=O)N2CCCCC2)cc1 | 0.2
COC(=O)c1ccc(NC2(C#N)C(=O)Nc3ccccc32)cc1 (stereo not drawn) | -4.2
CCC(=O)N[C@@H]1CC(C(C)(C)NC(=O)CC)CC=C1C (stereo partly drawn) | -3.4
O=C(C1CCN(S(=O)(=O)c2cccc3cccnc23)CC1)N1CCN(C2CCCCC2)CC1 | -0.8
COC(=O)c1ccc(NC(=O)CSc2n[nH]c(-c3ccncc3)n2)cc1 | -25.9
COc1ccc(-c2nn(C)c(=O)c3ccccc23)cc1CNC(=O)CN1CCOCC1 | -21.3
CCN(C(=O)c1c(OC)cccc1OC)c1nnc(-c2cccnc2)s1 | -3.6
O=C(Nn1cnnc1)C1Cc2ccccc2CN1S(=O)(=O)c1ccc(F)cc1 (stereo not drawn) | 15.3
COC(=O)CSC1=C(C#N)C(c2ccc(F)cc2)CC(=O)N1 (stereo not drawn) | 6.2
CCOC(=O)CSc1nc2ccccc2c(=O)n1C1CCCC1 | -20.2
The list goes on.
SMILES | Ecoli WT growth
CN(C)S(=O)(=O)c1ccc(C(=O)Nc2ccc(CCC(=O)N3CCCC3)cc2)cc1 | -14.9
COC(=O)c1[nH]c2ccc(Cl)cc2c1NC(=O)CCN1CCN(C2CCCCC2)CC1 | -28.4
COC(=O)c1ccc(Cl)c(NS(=O)(=O)c2ccc3c(c2)OCCO3)c1 | -26.0
Brc1cc2c(cc1COc1ccc(-c3nn[nH]n3)cc1)OCO2 | -15.5
c1ccc(SCCOCCn2cncn2)cc1 | -23.3
CCOC(=O)N1CCN(c2c(N3CCN(c4ccccn4)CC3)c(=O)c2=O)CC1 | 5.5
CCCCn1c(CN2CCN(CCO)CC2)nc2ccccc21 | -3.3
O=C(CSc1ncn[nH]1)c1ccc2c(c1)OCO2 | -16.3
O=C(O)CSc1ccc2ccccc2n1 | -2.0
Cc1ccccc1C(=O)NC1CCN(Cc2nnnn2Cc2ccccc2)CC1 | -5.3
Cc1cnn(C(=S)NCc2ccc(Cl)cc2)c1 | -27.2
Cc1ccc(-c2nnc(SCC(=O)N3CCCC3)o2)cc1 | -17.4
CCC(CC)C(=O)Nc1cccc(C(=O)N2CCCC2)c1 | -22.6
Cn1c(-c2cc(Br)ccc2O)n[nH]c1=S | 9.9
CC(=O)N1CCc2cc(S(=O)(=O)NCCC3=CCCCC3)ccc21 | -0.3
O=C(Cc1ccc(Br)cc1)N1CCCCCC1 | -5.0
c1ccc(-c2nnc(CN3CCC4(CC3)OCCO4)o2)cc1 | -1.3
CCN(CC)S(=O)(=O)c1cccc2c(N(C)C)cccc12 | -3.4
CCOC(=O)Cn1c(=O)n(CC(=O)OCC)c2ccccc21 | -13.1
Cc1ccc(CNC(=O)C2CCCN(S(=O)(=O)c3cnc[nH]3)C2)cc1 (stereo not drawn) | 10.8
c1ccc(SCc2nc(-c3ccccn3)no2)cc1 | -12.5
COC(=O)c1ccc(COC(=O)c2c(C)nn(Cc3ccccc3Cl)c2Cl)o1 | -3.7
COC(=O)Cc1ccc(NC(=O)c2cccs2)cc1 | 3.6
CC1=NC(C(F)(F)F)(C(F)(F)F)C(C#N)=C(C)N1 | -8.6
CC1=C(C(=O)OC(C)(C)C)C(c2ccco2)C(C#N)=C(N)O1 (stereo not drawn) | -18.7

Some of these compounds in order of count of non-hydrogen atoms, high to low.
SMILES | Ecoli WT growth
Cc1nc(Nc2nc(-c3ccccc3)cc(=O)[nH]2)nc2ccccc12 | -9.5
CC1=C(C(=O)OC(C)(C)C)C(c2ccco2)C(C#N)=C(N)O1 (stereo not drawn) | -18.7
O=C(CSc1ncn[nH]1)c1ccc2c(c1)OCO2 | -16.3

Going on with the list:
SMILES | Ecoli WT growth
N=c1c(C(=O)NCc2ccc(F)cc2)cc2c(=O)n3ccccc3nc2n1CCCN1CCOCC1 | 1.6
O=C(Nc1nccs1)c1ccc(CSc2nnnn2-c2ccccc2)cc1 | -14.8
O=c1oc2ccccc2cc1NCc1ccccc1O | 7.1
CN1CCN(C2=Nc3cc(Cl)ccc3Nc3ccccc32)CC1 | 3.9
CCn1c(SCC(=O)NCC2CCCO2)nnc1-c1c[nH]c2ccccc12 (stereo not drawn) | -16.1
Cc1ccc(-n2c(N)c(C(=O)N3CCOCC3)sc2=S)cc1 | 6.9
N#Cc1ccc(CSc2nnc(-c3cccs3)n2-c2ccccc2)cc1 | 1.3
CCCCC[C@H](O)/C=C/[C@H]1C=CC(=O)[C@@H]1C/C=C\CCCC(=O)O | -1.7
CCOc1cc(C2C(C(=O)c3ccccc3)=C(C(=O)OC)Nc3nnnn32)ccc1O (stereo not drawn) | 5.8
CCn1c(SCCC#N)nnc1-c1ccncc1 | -22.1
c1ccc(-c2nnc(-c3cccc(-c4nnc(-c5ccccc5)o4)c3)o2)cc1 | -15.4
CCCOc1cc(CC(=O)NCc2ccco2)ccc1OC | -14.9
O=C(Nc1ccc(Cl)cc1)Nc1ccccc1C(=O)NCc1ccco1 | 1.3
O=C(c1ccco1)N1CCn2c1nc1ccccc12 | -4.9
CC(=O)Cc1nsc(NC(=O)c2csc3c2CCCC3)n1 | -24.3
COC(=O)c1ccc(C(=O)OC)c(NC(=O)CCc2ccc(C)o2)c1 | -18.4
Cc1cc(NS(=O)(=O)c2ccc(NC(=O)CCN3C(=O)c4ccccc4C3=O)cc2)no1 | -0.7
CCCn1c(=N)n(CCOc2ccc(OC)cc2)c2ccccc21 | -3.2
COc1ccc(N2C(N)=C(C#N)C(c3cccnc3)C3=C2CC(C)(C)CC3=O)cc1 (stereo not drawn) | 0.5
C/C(=C\C(=O)O)CC(=O)O | -3.3
COc1ccc(OC)c(NC(=O)Cn2c(=O)oc3ccccc32)c1 | -23.7
C=CCn1c(N)c(C(=O)N2CCOCC2)sc1=S | -17.4
COc1ccc(C(=O)n2nc(-c3ccco3)nc2SC)cc1OC | 0.0
Cc1ccc(NC(C(N)=O)c2c(C)[nH]c(=O)[nH]c2=O)cc1 (stereo not drawn) | 1.7
Cc1cc(NC(=O)c2cccc(C(=O)Nc3cc(C)on3)n2)no1 | -14.8
Other results:
SMILES | Ecoli WT growth
CCOC(=O)c1c(NC(=O)c2cccs2)sc2c1CC(C)(C)OC2 | -21.8
CCOC(=O)C1CCCN(C(=O)Cc2ccc(OC)c(OC)c2)C1 (stereo not drawn) | -4.1
Nc1nc2n(n1)C(c1cccc(Br)c1)CC(c1ccccc1)N2 (stereo not drawn) | 2.0
COc1ccccc1N1CCN(S(=O)(=O)c2c(C)ccc3nsnc23)CC1 | -6.1
COc1ccc(-n2ncc3c(N4CCN(c5cccc(C)c5C)CC4)ncnc32)cc1 | 4.1
COc1ccc(CCNS(=O)(=O)c2ccc(C(=O)NCc3ccco3)cc2)cc1OC | 8.0
CCOC(=O)c1ccc(NC(=O)N2CCN(Cc3cccc(F)c3)CC2)cc1 | -5.8
O=C1CS/C(=N\C(=O)N2c3ccccc3Sc3ccccc32)N1 | -5.7
c1ccc2c(-c3nc(C4CCCCC4)no3)cc(-c3ccncc3)nc2c1 | 5.7
COc1ccc(S(=O)(=O)N(CC(=O)NC2CC2)c2ccc(C)cc2)cc1OC | 1.4
Cc1sc2nc(CN3CCN(S(=O)(=O)c4cccc5nonc45)CC3)[nH]c(=O)c2c1C | -5.3

4 of these compounds in another layout.
> CCCOc1cc(CC(=O)NCc2ccco2)ccc1OC
  Ecoli WT growth: -14.9
> O=C(Nc1ccc(Cl)cc1)Nc1ccccc1C(=O)NCc1ccco1
  Ecoli WT growth: 1.3
> O=C(c1ccco1)N1CCn2c1nc1ccccc12
  Ecoli WT growth: -4.9
> CC(=O)Cc1nsc(NC(=O)c2csc3c2CCCC3)n1
  Ecoli WT growth: -24.3

2 records drawn at random from those above:
SMILES | Ecoli WT growth
Cc1sc2nc(CN3CCN(S(=O)(=O)c4cccc5nonc45)CC3)[nH]c(=O)c2c1C | -5.3
COc1ccccc1N1CCN(S(=O)(=O)c2c(C)ccc3nsnc23)CC1 | -6.1
